# From PubChem
# TSHR antagonist: blocks TSH signaling through the human TSH receptor; P16473; TSHR-expressing cells, TSH-stimulated cAMP HTRF, 2 h; active compounds read low; activity change, negative = inhibition, % at 11.5 µM; hit rate 0.2% among 330,000;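 active = activity change below a set negative limit, meaning inhibition stronger than a set level, cut at about -70% in these data; inconclusive = activity change between two set negative limits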; note: % is set by controls: 0 for no effect and ±100 for the full control effect
#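 TSHR-expressing cells were treated with compounds, then stimulated with TSH at EC80 (4nM final) for 2 hours at 37 deg C. Cellular cAMP was measured by HTRF competition between lysate cAMP and cAMP-d2 for a cryptate-labelled anti-cAMP antibody.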
# Mito fusion yeast: mitochondrial division inhibition or fusion activation; S. cerevisiae fusion-defective mutant growth rescue, CellTiterGlo 48 h; Potency, µM (highest dose often 46.1 µM), without a hit: top-dose growth rescue (activation), usual class: activators; hit rate 0.23% among 320,000;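 note: potency is the fitted concentration of half-maximal effect; % of control where 0% means no effect; nearly all actives have a fitted effect of over 45% in size; temperature-sensitive fusion mutants such as fzo1-1 at 37 °C on non-fermentable ethanol glycerol medium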
#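 Growth-rescue viability read-out: after 48 h at the non-permissive 37C in glycerol/ethanol YPEG, yeast mitochondrial fusion mutants are measured by CellTiterGlo luminescence; compounds (23 nl pinned per well) restoring growth score as division inhibitors or fusion activators.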
# BCR signal inh: inhibitors of chronic active B-cell receptor signaling; ABC-DLBCL IkBa-CBG/CBR reporter, luminescence ratio, 4 h; Potency, µM (highest dose often 46.1 µM), inactives show top-dose ratio change, negative = lower green/red ratio, most hits filed as inhibitors; hit rate 0.05% among 340,000; AID 493014; active = well fitted inhibition curve with a large enough effect in the signal ratio, with a control signal flat, not every such curve was filed as active; inconclusive = small, poorly fitted or top-dose-only effect, or effect the other way, or a change in a side signal; the % refers to the signal ratio;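 note: potency is the fitted concentration of half-maximal effect; plate controls were basal doxycycline-induced cells for no effect and cells given 10 µM MG132 for full effect; MG132 reads +100%, hits lower the ratio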
#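 Doxycycline induced both beetle luciferases in TMD8 lymphoma cells; IKK-driven degradation limits the IkappaBalpha-fused green signal, while red luminescence normalises for cell number and nonspecific effects. Compounds tested up to 46 uM, 4 hrs.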
# Eya2 inh: blocks the phosphatase activity of human Eya2. O00167. recombinant Eya2, OMFP fluorescence dephosphorylation (OMFP is methylfluorescein phosphate). Potency, µM (series often up to 76.9 µM), for inactives: top-dose activity, negative = inhibition, most hits filed as inhibitors. hit rate 0.006% among 330,000; note: potency is the fitted concentration of half-maximal effect; % is set by controls: 0 for no effect and ±100 for the full control effect
#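 Eya2 (0.2 uM) preincubated 10 min at ambient with compound, then OMFP substrate added at 50 uM; 10 min reaction in 50 mM HEPES pH 7.5, 50 mM NaCl, 5 uM MgCl2, 0.05% BSA, 1 mM DTT. Fluorescence read at Ex 485/Em 525 nm.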
# PKM2 act: increases activity of human pyruvate kinase M2 | AID 1631 | hit rate 0.34% among 260,000 | Potency, µM (highest dose often 57.5 µM), without a hit: at the highest dose activation, most hits filed as activators | purified PKM2, Kinase-Glo ATP luminescence, activation; response scale: 0% is enzyme alone, no compound | P14618; note: potency is the fitted concentration of half-maximal effect; % is set by controls: 0 for no effect and ±100 for the full control effect; nearly all actives have a fitted effect of over 55% in size
#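 Purified hPK-M2 (>95% pure) converted ADP (0.1 mM final) to ATP with 0.5 mM PEP in 50 mM imidazole pH7.2, KCl, MgCl2, Tween 20, BSA; 1 h at room temperature. ATP detected by Kinase-Glo luminescence.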
# Menin MLL FP TR: displaces Texas Red mutant MLL peptide from human menin; O00255; Menin + Texas Red MLL mutant peptide, fluorescence polarization; Potency, µM (top dose mostly 61.6 µM), for the others: at the top dose FP activity change, negative = inhibition, actives largely listed as inhibitors; hit rate 0.23% among 270,000; active = well fitted inhibition curve with a large enough effect in the polarisation, with a control signal flat, not every such curve was filed as active; inconclusive = small, poorly fitted or top-dose-only effect, or effect the other way, or a change in a side signal; inactive = no such curve, though single readings can be large or run the other way; the % refers to the polarisation; note: potency is the fitted concentration of half-maximal effect; % of control where 0% means no effect; many of its hits are not listed in these tables
# KCNH2 WT inh: blocks the wildtype human KCNH2 potassium channel; U2OS, BacMam KCNH2, thallium flux FluxOr; active compounds read low; activity change, % at 1.84 µM; hit rate 0.37% among 340,000;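 active = maximum activity change below -70%; inconclusive = maximum activity change between -70% and -50%; inactive = maximum activity change above -50%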; note: % is set by controls: 0 for no effect and ±100 for the full control effect
# Target sequence (Q12809 whole entry, looked up): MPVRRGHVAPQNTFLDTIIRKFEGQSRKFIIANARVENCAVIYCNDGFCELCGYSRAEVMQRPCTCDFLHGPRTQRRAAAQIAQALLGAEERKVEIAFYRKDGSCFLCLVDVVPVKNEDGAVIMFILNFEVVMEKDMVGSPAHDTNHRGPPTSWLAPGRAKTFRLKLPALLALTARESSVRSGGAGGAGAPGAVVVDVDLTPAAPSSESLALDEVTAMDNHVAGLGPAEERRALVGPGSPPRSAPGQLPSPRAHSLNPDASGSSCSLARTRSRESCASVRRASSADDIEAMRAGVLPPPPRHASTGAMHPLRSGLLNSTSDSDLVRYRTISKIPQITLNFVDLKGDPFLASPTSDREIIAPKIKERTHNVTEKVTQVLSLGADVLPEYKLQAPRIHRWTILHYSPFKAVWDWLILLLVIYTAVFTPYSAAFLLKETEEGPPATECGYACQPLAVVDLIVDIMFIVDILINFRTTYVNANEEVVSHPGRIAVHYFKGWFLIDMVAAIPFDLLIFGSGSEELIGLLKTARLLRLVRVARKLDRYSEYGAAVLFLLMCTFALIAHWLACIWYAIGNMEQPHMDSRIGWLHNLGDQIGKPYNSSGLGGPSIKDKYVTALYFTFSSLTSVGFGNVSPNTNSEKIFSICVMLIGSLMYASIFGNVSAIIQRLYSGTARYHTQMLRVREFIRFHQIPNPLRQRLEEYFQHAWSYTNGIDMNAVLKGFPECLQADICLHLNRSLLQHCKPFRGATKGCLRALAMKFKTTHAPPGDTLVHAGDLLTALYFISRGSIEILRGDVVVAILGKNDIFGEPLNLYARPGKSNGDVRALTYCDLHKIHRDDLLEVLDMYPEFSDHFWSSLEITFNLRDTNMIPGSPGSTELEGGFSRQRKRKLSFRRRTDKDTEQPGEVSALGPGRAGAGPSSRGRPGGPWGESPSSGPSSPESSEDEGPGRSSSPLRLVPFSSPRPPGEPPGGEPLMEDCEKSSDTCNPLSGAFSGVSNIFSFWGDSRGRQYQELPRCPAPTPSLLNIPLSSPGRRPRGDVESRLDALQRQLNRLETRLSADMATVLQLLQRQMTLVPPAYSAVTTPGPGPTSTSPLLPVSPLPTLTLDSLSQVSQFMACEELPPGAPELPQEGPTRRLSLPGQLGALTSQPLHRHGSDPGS
#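 U2OS cells transduced with wild-type KCNH2 virus are loaded with FluxOr dye for 45 min, and thallium flux is measured in kinetic reads before and after stimulation buffer. Rate constants are normalized to DMSO controls.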
# USP2a block: USP2a (human) protease inhibition; hit rate 0.01% among 330,000; Potency, µM (series often up to 38.3 µM), inactives show top-dose activity change, negative = inhibition, most hits filed as inhibitors; AID 463254; USP2 core, Ub-CHOP2 coupled fluorogenic reporter, 485/531;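 note: potency is the fitted concentration of half-maximal effect; plate controls were DMSO wells for no effect and full inhibition by NEM control for full effect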
#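 Cell-free coupled assay: 10nM USP2 core preincubated 30min RT with compound in Tris-HCl pH 8.0/CaCl2/CHAPS buffer, then 25nM Ub-CHOP2 and 25nM reporter substrate; fluorescence (Ex 485/Em 531) read after 60min RT, normalized to NEM inhibition, concentration-response curves fitted.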
# S-ASM inh: human S-ASM enzyme inhibition; Potency, µM (titrated, usually from 57.5 µM), for inactives: at the top dose activity change, negative = inhibition, most hits filed as inhibitors; P17405; hit rate 0.006% among 340,000; placental ASM, HMU-PC fluorogenic substrate, 60 min; note: potency is the fitted concentration of half-maximal effect
#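 Steps: dispense placental human ASM, pin compound, wait 10 min at room temperature, add HMU-PC0 substrate at 9 uM final, incubate 60 min at 37 °C, add stop solution raising pH to 10, read fluorescence.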
# GALK inhibitor: inhibitors of human galactokinase | P51570 | Purified GALK, Kinase-Glo residual ATP luminescence | Potency, µM (doses to about 57.5 µM), inactives show at the top dose activity change, negative = inhibition, usual class: inhibitors | hit rate 0.007% among 270,000 | AID 1868; note: potency is the fitted concentration of half-maximal effect; % is set by controls: 0 for no effect and ±100 for the full control effect
#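 GALK at 5 nM final was combined with compound, 35 uM ATP and 100 uM galactose in HEPES pH8.0 with MgCl2 and DTT. The reaction ran one hour at room temperature before luminescent ATP detection.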
# MBNL1 CUG block: MBNL1-poly(CUG) RNA binding inhibition | hit rate 0.036% among 280,000 | Potency, µM (series often up to 57.5 µM), inactives show top-dose activity change, negative = inhibition, most hits filed as inhibitors | TR-FRET MBNL1-His/biotin-(CUG)12 binding, 665/545 ratio | Q9NR56; active = well fitted inhibition curve with a large enough effect in the signal ratio, with a control signal flat, not every such curve was filed as active; inconclusive = small, poorly fitted or top-dose-only effect, or effect the other way, or a change in a side signal; inactive = no such curve, though single readings can be large or run the other way; the % refers to the signal ratio; note: potency is the fitted concentration of half-maximal effect; % is set by controls: 0 for no effect and ±100 for the full control effect
#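 Compound titration spanned 92 nM–58 uM against the MBNL1-His/biotin-(CUG)12 complex. After 60 min at room temperature with 5 nM streptavidin-XL665 and 0.055 ng/ul terbium anti-His, ratiometric 665/545 nm emission (Ex 340 nm) normalized to controls.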
# Starred values were filed as active, the others as inactive; ? = inconclusive; . = no result given; & = joins results of further samples; [ ] = dose if it differs, or a comment. Unless noted, calls come from the whole dose curve; as a rule, active = well fitted curve in the direction sought with a large enough effect; inconclusive = small, poorly fitted or top-dose-only effect, or another doubt; inactive = no such curve, though single readings can be large; an effect the other way counts as inactive or inconclusive.
SMILES,TSHR antagonist,Mito fusion yeast,BCR signal inh,Eya2 inh,PKM2 act,Menin MLL FP TR,KCNH2 WT inh,USP2a block,S-ASM inh,GALK inhibitor,MBNL1 CUG block
S=C(NCCc1ccc(Cl)cc1)NC1CCCC1,-17,-9%,?,-4%,0%,17%,-17,-2%,1%,0%,-5%
CC(=O)N1CCc2cc3nc(C)cc(C)c3cc21,15,2%,2%,2%,-6%,-1%,30,3%,4%,-2%,10%
O=C(OCC(=O)N1CCN(C(=O)c2ccco2)CC1)c1ccccc1NCCO,3,1%,?,4%,.,.,3,2%,.,.,.
CCOC(=O)C1CCCN(S(=O)(=O)c2cc3c(cc2Cl)NC(=O)CO3)C1 (stereo not drawn),8,-2%,0%,-10%,0%,-11%,29,-1%,1%,.,0%
O=C(NCCS(=O)(=O)N1CCN(c2ccccc2)CC1)c1cccc(F)c1,3,2%,?,1%,.,.,0,2%,0%,.,.
Nc1nnc(SCC(=O)NNC(=O)c2ccc(F)cc2)s1,3,-6%,-4%,10%,.,.,-1,1%,-1%,.,.
CCOC(=O)c1c(NC(=O)CSc2ncn[nH]2)sc(C(=O)N(C)C)c1C,11,-2%,3%,4%,.,.,4,2%,3%,.,.
CC(C)N(C(=O)CSc1nnc(NC(=O)Cc2cccs2)s1)C(C)C,7,-11%,0%,3%,.,-1%,-16,1%,-1%,10%,3%
CCN(CC)CCN1C(=O)c2ccccc2NC1c1cc(OC)c(OC)c(OC)c1 (stereo not drawn),11,0%,?,5%,-13%,-10%,45,1%,240%[activator],0%,-12%
C=CCNc1nc(C(=O)OCC(=O)c2ccc(F)cc2)cs1,-8,3%,0%,10%,.,.,-2,-1%,0%,.,.
CC(C)c1ccc(NC(=O)C2CCCCC2C(=O)O)cc1 (stereo not drawn),-4,-1%,8%,13%,0%,19%,-1,-1%,2%,0%,-5%
CCOC(=O)C1=CN(Cc2ccco2)S(=O)(=O)N(C)C1c1ccccc1 (stereo not drawn),-17,.,-3%,1%,.,.,6,-3%,1%,.,.
CC(C)(CO)NCc1ccccc1OCC(=O)Nc1ccccc1,-1,-2%,-2%,-18%,7%,15%,27,3%,2%,0%,1%
CCc1ccc(NC(=S)NCc2cccnc2)cc1,-4,-11%,1%,1%,4%,.,-6,1%,2%,-2%,.
CCn1ccnc1CNC(=O)c1ccc2oc(CCCc3ccccc3)nc2c1,3,-3%,?,-9%,0%,.,2,4%,-1%,2%,3%
CCN(CC)CCN1C(=O)C(=O)/C(=C(/O)c2ccccc2)C1c1ccccc1F (stereo not drawn),-5,-4%,0%,-4%,1%,-7%,-29,5%,1%,3%,6%
Cc1ccc(S(=O)(=O)N2CCOCC2)cc1NC(=O)COC(=O)c1cc(=O)c2ccccc2o1,4,-12%,-6%,-15%,0%,-2%,12,4%,-3%,0%,.
O=C(CCSCCc1ccccn1)Nc1cccc([N+](=O)[O-])c1,-8,5%,-2%,2%,7%,-24%,12,-1%,3%,-1%,?
O=C(Nc1cccc(C(=O)NC2CC2)c1)c1ccc(F)c(S(=O)(=O)N2CCOCC2)c1,2,-3%,-2%,1%,.,.,1,0%,5%,.,.
CCCn1c(=N)c(S(=O)(=O)c2ccccc2)cc2c(=O)n3cccc(C)c3nc21,-1,-5%,4%,-20%,.,-2%,-1,0%,4%,-5%,10%
CN(C)CCNc1ncnc2ccccc12,-3,-4%,-2%,-23%,5%,18%,-3,2%,1%,-1%,1%
CCN=C1SC(C(=O)Nc2cccc(Cl)c2)CC(=O)N1CC (stereo not drawn),1,-6%,4%,-12%,-7%,9%,-11,-3%,-4%,-1%,-9%
CCOC(=O)N1CCN(C(=O)CN(C2CCCCC2)S(C)(=O)=O)CC1,2,-3%,-2%,11%,8%,?,1,2%,3%,1%,2%
C=CCn1c(SCc2nc3ccccc3[nH]2)nnc1-c1ccc(OC)cc1,-2,-2%,1%,-6%,0%,-18%,7,0%,-3%,3%,10%
O=C(COC(=O)c1c2c(nc3ccccc13)CCCCC2)NCc1ccc2c(c1)OCO2,-11,?,-2%,-13%,-2%,12%,11,4%,-2%,-1%,3%
O=C(c1ccc(NS(=O)(=O)c2cccc(F)c2)cc1)N1CCCCC1,-14,0%,3%,9%,2%,.,15,1%,0%,-6%,-7%
COc1cc(C(C)=O)ccc1OC(=O)CN1C(=O)c2ccccc2C1=O,1,7%,-9%,10%,.,8%,3,1%,0%,3%,16%
O=C(CCl)c1ccc(Cc2ncc(C(F)(F)F)cc2Cl)s1,5,-14%,4%,7%,1%,-22%,-3,-1%,-2%,-3%,11%
COc1ccc(-c2nc(SCC(=O)Nc3cc(C)on3)n[nH]2)cc1,17,-2%,-27%,0%,20%,11%,-5,0%,1%,-2%,40µM*
CCCn1c(NCc2ccccc2NS(=O)(=O)c2ccc(C)cc2)nc2ccccc21,0,-2%,-1%,-16%,2%,?,14,-8%,-2%,-1%,?
O=C(NCc1ccco1)c1ccc(N2CCCC2=O)cc1,3,-2%,-5%,24%,-2%,3%,-3,0%,-2%,0%,-1%
CN(CC(=O)Nc1ccc(F)c(F)c1)S(=O)(=O)c1cccc2nsnc12,2,4%,5%,4%,-5%,-2%,17,0%,-1%,0%,?
O=C(/C=C/c1ccccc1[N+](=O)[O-])N1CCN(C(=O)c2ccco2)CC1,-1,-2%,-19%,-10%,-3%,2%,0,3%,2%,9%,.
COc1nc(-c2ccccc2)ccc1-c1noc(COc2ccccc2)n1,.,7%,.,.,2%,1%,0,.,-2%,4%,1%
C=CCn1c(SCC(=O)/C(C#N)=C(\C)N)nc2sc(CC)cc2c1=O,-25,3%,3%,3%,-2%,10%,-7&-2,2%,-4%&-6%,5%,26%
Cc1ccc(CNC(=O)C2CCC(=O)N(C3CCCC3)C2)c(F)c1F (stereo not drawn),4,-9%,9%,1%,.,-15%,1,2%,0%,-1%,-3%
O=C(CCn1nnc(-c2cccs2)n1)NCc1ccccc1Cl,2,1%,7%,-13%,3%,-1%,-10,1%,-1%,-3%,5%
CC(=O)c1c(C)oc2ccc(O)c(CN3CCOCC3)c12,7,-1%,6%,-5%,10%,-6%,0,1%,-3%,4%,-5%
COc1cc(C(=O)N(C)CCOc2ccc(C)cc2)ccc1OC1CCN(C(C)=O)CC1,1,1%,-10%,0%,-1%,-9%,-2,0%,-2%,0%,-7%
CC(C)OCC(O)CS(=O)(=O)Cc1ccccc1 (stereo not drawn),10,2%,-5%,19%,-5%,2%,-8,-7%,3%,-2%,4%
CCN1CCN(c2ccc(S(=O)(=O)N3CCCCC3)cc2NC(=O)C(C)Oc2ccc(F)cc2)CC1 (stereo not drawn),8,11%,-7%,-1%,.,.,5,-12%,0%,.,.
O=C(Nc1ncccn1)c1ccc([N+](=O)[O-])cc1Cl,2,0%,6%,-15%,2%,1%,.,4%,.,.,?
Cc1nnsc1S(=O)(=O)c1ccccc1,-7,-3%,1%,1%,.,14%,1,7%,0%,-1%,9%
COc1ccc(COC(=O)c2cccc(S(=O)(=O)N3CCCC3)c2)cc1F,5,-5%,-1%,2%,0%,.,18,4%,-1%,-4%,-6%
CCN(CC)CCCn1c(C)cc2c(c1=O)C(c1ccccc1)C(C#N)=C(N)O2 (stereo not drawn),-5,11µM*,-2%,-4%,1%,-8%,19,4%,1%,2%,-4%
CN(CC(=O)NCc1ccccc1F)S(=O)(=O)c1ccc(Cl)cc1,1,15%,0%,1%,.,7%,0,1%,3%,4%,3%
CC(=O)c1c(C)[nH]c(C(=O)CSc2nc3ccccc3n2C)c1C,-10,3%,?,18%,6%,?,3,-4%,-2%,3%,15%
S=C(NNc1ccnc2cc(Cl)ccc12)Nc1ccccc1Cl,6,-1%,?,-2%,11%,?,-3,-13%,-4%,-1%,?
Nc1nc(CN2CCN(c3ccccc3)CC2)nc(N2CCCc3ccccc32)n1,-1,9%,-5%,0%,3%,?,0,-7%,3%,0%,0%

# Only part of the results is shown, so the mix of outcomes need not match the whole.
